Compound activity deposited in PubChem by PCMD.
FXIa inh: human FXIa protease inhibitors, primary screen, biochemical, single compound per well; Coagulation factor XI (Homo sapiens), P03951; inhibition, % at 10 µM; AID 687, 2007; purified human FXIa, fluorogenic AMC substrate cleavage; hit rate 0.3% among 33,000;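 active means inhibition above 40% in the primary screen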;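 further: 0% = enzyme without compound and 100% = blank wells lacking enzyme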
Target sequence (P03951 19-387 limits assumed): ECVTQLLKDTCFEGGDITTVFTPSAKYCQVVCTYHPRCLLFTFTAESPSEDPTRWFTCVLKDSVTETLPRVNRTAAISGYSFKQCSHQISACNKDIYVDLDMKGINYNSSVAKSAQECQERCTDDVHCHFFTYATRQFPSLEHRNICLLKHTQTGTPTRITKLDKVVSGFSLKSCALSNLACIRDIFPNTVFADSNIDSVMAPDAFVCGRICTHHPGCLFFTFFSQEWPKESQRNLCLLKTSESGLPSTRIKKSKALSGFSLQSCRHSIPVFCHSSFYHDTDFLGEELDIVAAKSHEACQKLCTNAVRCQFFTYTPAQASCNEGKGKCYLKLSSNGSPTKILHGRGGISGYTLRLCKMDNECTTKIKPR
Target sequence (P03951 388-625 limits assumed): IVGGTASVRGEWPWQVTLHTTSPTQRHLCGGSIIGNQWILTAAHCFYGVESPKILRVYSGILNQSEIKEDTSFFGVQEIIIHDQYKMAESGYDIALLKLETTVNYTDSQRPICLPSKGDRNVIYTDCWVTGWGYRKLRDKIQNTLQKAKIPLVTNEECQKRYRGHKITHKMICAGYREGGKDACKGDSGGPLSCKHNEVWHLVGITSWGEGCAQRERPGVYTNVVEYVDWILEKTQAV
FXIIa single: human FXIIa protease inhibitors, primary screen, biochemical, single well; Coagulation factor XII (Homo sapiens), P00748; purified human FXIIa, AMC substrate fluorescence, 2 h; inhibition, % at 10 µM; hit rate 0.2% among 33,000; AID 701, 2007; in the data active means inhibition above about 30%;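 further: 0% = enzyme with vehicle only and 100% = no enzyme blank; many of its hits are not listed in these tables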
* = called active by the depositor.

SMILES	FXIa inh	FXIIa single
CCCCN(C)C(=O)C(Cc1ccccc1)NS(=O)(=O)c1ccc2c(c1)c(=O)n(C)c(=O)n2C (configuration not stated)	4	2
Cc1onc(-c2c(F)cccc2Cl)c1C(=O)NCCCN1CCOCC1	-1	1
CC(C)COC(=S)Nc1ccccc1	19	-10
COc1cc(NC(=O)c2ccc(Cl)cc2)c(OC)cc1Cl	24	-16
O=C(CCC(=O)Nc1ccccc1)NCCO	3	-15
COc1ccc(CN2CC(C(=O)NCCc3ccccc3)CC2=O)cc1 (configuration not stated)	6	4
CCCCCCCc1nc2c(=O)n(C)c3ccccc3c2o1	-1	-8
NC(=O)c1c(NC(=O)c2ccccc2)sc2c1CCc1ccccc1-2	20	-12
Cn1c(=O)c2c(nc(SCC(=O)NC34CC5CC(CC(C5)C3)C4)n2C)n(C)c1=O	-12	6
CO/N=C/NC(=O)NOCc1c(Cl)cccc1Cl	1	4
CCOC(=O)C1=C(C)NC(=O)NC1c1cccc(O)c1 (configuration not stated)	-5	-3
CC12CN3CCN(CC(C3)C1(O)CN1CCOCC1)C2 (configuration not stated)	-1	25
Cc1cccc(NC(=O)c2cc(NC(=O)c3ccco3)ccc2Cl)n1	0	6
CC(C)c1nnc(NC(=O)CCCC(=O)O)s1	-6	8
CCn1ncc(Br)c1C(=O)Nc1ccc(Cl)cn1	-2	2
CC(=O)N1CCc2cc(S(=O)(=O)NCCCN3CCN(Cc4ccccc4)CC3)ccc21	3	5
CCCCNC(=O)c1ccccc1Cl	4	-2
CCCc1nc2ccc(NC(=O)c3ccco3)cc2c(=O)n1Cc1ccccc1Cl	1	5
Cc1cc(N2CC(C(=O)NCc3cccs3)CC2=O)ccc1C(C)C (configuration not stated)	-8	2
CN(C)c1ccc(/C=N/N2C(=N)N(c3ccccc3)C(=S)C2=Nc2ccccc2)cc1	1	14
CC(c1ccco1)N(C(=O)Nc1ccc(Cl)cc1)c1ccccn1 (configuration not stated)	-2	-4
CCCc1nnc(NC(=O)CN2CCN(C)CC2)s1	10	9
COc1ccc2c(c1)[nH]c1c(=O)n(CCN3CCCC3)cnc12	-4	5
Cc1ccc(NC(=O)N2CCC(C(N)=O)CC2)cc1	2	4
COc1ccc(OC)c(NC(=O)CNC(=O)Cn2c(C)cc3ccccc3c2=O)c1	-10	4
Cc1ccc(-c2nc3ncccn3c2NC2CCCCC2)o1	-3	1
CCc1nc(NCc2ccccn2)c2oc3ccccc3c2n1	-4	1
Cc1nn2c3ccccc3n(CCN3CCCCC3)c2nc1=O	3	4
Cc1nnsc1C(=O)NNS(=O)(=O)c1ccccc1	-8	15
N#CCCn1c(SCC(=O)NCc2ccco2)nc2ccccc21	-12	6
CC(C)(C)c1cc(CN2CCCCC2)cc(C(C)(C)C)c1O	18	3
O=S(=O)(NCCc1csc(-c2ccc(C(F)(F)F)cc2)n1)c1ccc2c(c1)OCCO2	4	8
CCOc1cc(C2NC(=O)NC(c3ccccc3)=C2C(C)=O)ccc1OCC(N)=O (configuration not stated)	27	-12
O=C(CSc1ccc2nnc(-c3ccc(Cl)cc3)n2n1)N1CCc2ccccc21	4	1
Cc1cccc(NC(=O)Nc2ccc3c(c2)N(C)C(=O)CS3)n1	5	6
Cc1ccc(-c2noc(CCC(=O)NCc3ccco3)n2)cc1	-11	5
CCOC(=O)C1=C(C)N(C)C(C)=C(C(=O)OCC)C1c1ccccc1	-3	4
CC(C)c1nc2ccc(NC(=O)C3CCCCC3)cc2[nH]1	104*	-16
COC(=O)c1ccc(OC)c(CSc2nnc(COc3ccccc3)o2)c1	-3	2
CCNC(=O)c1cc2c(=O)n3cccc(C)c3nc2n(CCc2ccccc2)c1=N	-21	-74
CCC(C)C(NC=C1C(=O)OC(C)(C)OC1=O)C(=O)O (configuration not stated)	-3	3
O=C(NCc1ccc(F)cc1)C(Cc1ccccc1)NS(=O)(=O)c1cccs1 (configuration not stated)	-7	4
O=C(O)[C@H]1CCCC[C@H]1C(=O)Nc1ccc(Nc2ccccc2)cc1	0	0
COc1ccccc1OCc1nc(C#N)c(N2CCC(C(N)=O)CC2)o1	-2	6
NS(=O)(=O)c1cc(C(=O)N2CCc3ccccc32)c(Cl)cc1Cl	-11	1
NC(=O)C1CCCN(CCc2ccccc2)C1 (configuration not stated)	2	2
COc1ccc(OC)c(-n2c(-c3cnccn3)n[nH]c2=S)c1	-2	6
CC(NC(=O)C1CCCN(S(=O)(=O)c2cccc3nonc23)C1)c1ccccc1 (configuration not stated)	-6	-3
COc1cc(C(=O)O)ccc1OCC(=O)N1CCOCC1	1	3
COc1ccc(CNC(=S)Nc2cc(C)cc(C)c2)cc1	-4	6

(cont.)
SMILES	FXIa inh	FXIIa single
CC12CCC(C(=O)N3CCc4ccccc43)(CC1=O)C2(C)C (configuration not stated)	3	7
Cn1c(CNC(=O)c2ccco2)nnc1SCC(=O)Nc1cccc(Br)c1	-4	14
CC(Cc1cccs1)NC(=O)Nc1ccc(F)cc1 (configuration not stated)	-7	1
CCOC(=O)c1c(NC(=O)COC(=O)Cn2c(C(F)(F)F)nc3ccccc32)sc(C)c1C	36	10
CC(=O)c1cccc(NC(=O)Nc2c(C)nn(C)c2C)c1	0	2
CC1=C(C#N)C(Nc2ccc(C)cn2)(C(F)(F)F)C(=O)N1 (configuration not stated)	-7	3
CCOC(=O)c1c(C)[nH]c(C(=O)OCC(=O)N(C)C2CCS(=O)(=O)C2)c1C (configuration not stated)	-7	7
O=C(O)CCNS(=O)(=O)c1ccc2ccccc2c1	0	1
COc1ccc(S(=O)(=O)N(C)CC(=O)Nc2cccc(C(C)=O)c2)cc1	-3	12
COc1ccc(CC(=O)Nc2nnc(SCc3ccccc3)s2)cc1S(=O)(=O)N1CCOCC1	10	6
CC(C)OC(=O)CSc1nc(-c2ccc(F)cc2)cc(C(F)(F)F)n1	0	2
NC(=O)CSc1nnc2sc3ccccc3n12	2	7
Oc1ccc(Cl)cc1-c1cc(-c2ccccc2Cl)[nH]n1	-2	3
Cc1ccc(NC(=O)N2CCc3ccccc3C2)cc1	20	-13
Cc1[nH]c(=O)[nH]c(=O)c1S(=O)(=O)N1CCCC(C(=O)NCc2ccco2)C1 (configuration not stated)	-7	4
CC(C)NS(=O)(=O)c1ccc(OCC(=O)NCCC2=CCCCC2)cc1	-3	4
CC(=O)O[C@]1(C(C)=O)CC[C@H]2[C@@H]3C[C@H](C)C4=CC(=O)CC[C@]4(C)[C@H]3CC[C@@]21C	-1	-1
C[C@@H]1C[C@H]2[C@@H]3C[C@H](F)C4=CC(=O)C=C[C@]4(C)[C@@]3(F)[C@@H](O)C[C@]2(C)[C@@]1(O)C(=O)CO	-10	-7
Cc1cccc(OCC(=O)NCCN2CCOCC2)c1	6	5
O=C1CN(C(=O)COC(=O)c2cccc(S(=O)(=O)NCc3ccccc3)c2)c2ccccc2N1	13	1

A run of entries of the results above, for reference:
SMILES	FXIa inh	FXIIa single
CCCCN(C)C(=O)C(Cc1ccccc1)NS(=O)(=O)c1ccc2c(c1)c(=O)n(C)c(=O)n2C (configuration not stated)	4	2
Cc1onc(-c2c(F)cccc2Cl)c1C(=O)NCCCN1CCOCC1	-1	1
CC(C)COC(=S)Nc1ccccc1	19	-10
COc1cc(NC(=O)c2ccc(Cl)cc2)c(OC)cc1Cl	24	-16
O=C(CCC(=O)Nc1ccccc1)NCCO	3	-15
COc1ccc(CN2CC(C(=O)NCCc3ccccc3)CC2=O)cc1 (configuration not stated)	6	4
CCCCCCCc1nc2c(=O)n(C)c3ccccc3c2o1	-1	-8
NC(=O)c1c(NC(=O)c2ccccc2)sc2c1CCc1ccccc1-2	20	-12
Cn1c(=O)c2c(nc(SCC(=O)NC34CC5CC(CC(C5)C3)C4)n2C)n(C)c1=O	-12	6
CO/N=C/NC(=O)NOCc1c(Cl)cccc1Cl	1	4
CCOC(=O)C1=C(C)NC(=O)NC1c1cccc(O)c1 (configuration not stated)	-5	-3
CC12CN3CCN(CC(C3)C1(O)CN1CCOCC1)C2 (configuration not stated)	-1	25
Cc1cccc(NC(=O)c2cc(NC(=O)c3ccco3)ccc2Cl)n1	0	6
CC(C)c1nnc(NC(=O)CCCC(=O)O)s1	-6	8
CCn1ncc(Br)c1C(=O)Nc1ccc(Cl)cn1	-2	2
CC(=O)N1CCc2cc(S(=O)(=O)NCCCN3CCN(Cc4ccccc4)CC3)ccc21	3	5
CCCCNC(=O)c1ccccc1Cl	4	-2
CCCc1nc2ccc(NC(=O)c3ccco3)cc2c(=O)n1Cc1ccccc1Cl	1	5

Further compounds follow.
SMILES	FXIa inh	FXIIa single
CC1(C(=O)Nc2nnc(SCc3ccccc3)s2)Cc2ccccc2C(=O)O1 (configuration not stated)	2	5
O=C(c1ccco1)N1CCN(S(=O)(=O)c2ccc(S(=O)(=O)NC3CCCCC3)cc2)CC1	0	9
Nc1c(NC2CCCCC2)c2ccccc2oc1=O	2	-14
O=C(Nc1ccc(Cl)cc1)C1CCN(C(=O)NC2CCCCC2)CC1	4	1
COc1ccc2c(c1)[n+](=O)c(C(C)=O)c(C)n2[O-]	-1	-4
COc1ccc(S(=O)(=O)NCc2ccccn2)cc1Cl	-2	10
COc1cccc(C(=O)Nc2ccc(N(C)C)cc2)c1OC	-2	5
CCCCSc1nn[nH]n1	0	3
Cc1ccc(-c2noc(CN3CCC(C(N)=O)CC3)n2)cc1	0	-12
C=CCn1c(SCc2c(C)noc2C)nc2sc3c(c2c1=O)CCC(C)C3 (configuration not stated)	0	9
Cn1nnnc1SCc1nnc(-c2ccccc2Br)o1	21	-16
Cc1sc2nc(C3CC3)nc(NCCNS(=O)(=O)c3ccccc3)c2c1C	2	2
Brc1ccc(CN2CCSCC2)cc1	-5	6
Brc1ccc(-c2nnc(-c3cccc(Br)c3)o2)cc1	10	7
O=C(O)CCCCCNC(=O)Nc1ccc2c(c1)OCCO2	-14	8
COc1ccc(-n2c(=S)[nH]c3cc(C(=O)NCc4ccco4)ccc3c2=O)c(OC)c1	1	3
COc1cccc(C2=NOC(C(=O)NCCCn3ccnc3)C2)c1 (configuration not stated)	35	-16
CC(=O)N1CCN(S(=O)(=O)c2cccc(C(=O)Nc3nc4c(s3)CCCC4)c2)CC1	12	-13
N#CCCCSC1=C(C#N)C(c2ccccc2Cl)CC(=O)N1 (configuration not stated)	1	-13
CCN(CC)S(=O)(=O)c1cccc(-c2nnc(SCC(=O)NC3CCCC3)n2N)c1	-5	5
Cc1ccc(S(=O)(=O)c2c(COC(=O)c3cccc(Cl)c3)c(-c3ccccc3)nn2C)cc1	6	4
CCn1ncc(C2=NOC(C(=O)N3CCN(c4ccccc4)CC3)C2)c1C (configuration not stated)	-2	-3
Cc1cc(C(=O)Nc2ccccn2)no1	4	1
O=C(CSc1nnc(-c2ccncc2)n1Cc1ccccc1)Nc1nccs1	-2	3
C=CCOC(=O)/C(=C/c1ccco1)NC(=O)/C=C/c1ccccc1	19	4
O=C(O)c1cccnc1SC1CC(=O)N(CCc2ccccc2)C1=O (configuration not stated)	0	9
CC(C)(C)C(=O)Nc1ccc2oc(-c3cc(F)c(F)cc3Cl)nc2c1	0	-10
O=C(O)c1ccccc1NS(=O)(=O)c1ccccc1C(F)(F)F	1	9
CN(C(=O)c1cccc(C#N)c1)c1nnc(C2CCOC2)s1 (configuration not stated)	-2	3
CCCn1nnc(NC(=O)c2ccccc2Br)n1	-2	6
CC(=O)c1ccc(NC(=O)C(Cc2ccccc2)NC(=O)c2ccco2)cc1 (configuration not stated)	5	3
CC1CCN(C(=O)C2CCN(CC(C)c3ccccc3)CC2)CC1 (configuration not stated)	-4	8
CCOc1ccccc1NC(=O)CSc1nnc(CNC(=O)c2ccco2)o1	-14	-12
COCC(=O)N(C)C1(c2nnnn2CCOC(=O)Nc2cccc3ccccc23)CCCC1	9	4
Cc1ccc(-c2nn(-c3ccccc3)cc2C2CC(c3cccs3)=NN2C(=O)CCCC(=O)O)cc1 (configuration not stated)	-4	-3
COc1ccc(Cc2nnc(NS(=O)(=O)Cc3ccccc3)s2)cc1	7	5
CN1CCN(C(=O)c2cn(-c3ccccc3)nc2-c2cccnc2)CC1	3	19
COc1ccc(CCNC2CC(=O)N(CCc3ccc(OC)c(OC)c3)C2=O)cc1 (configuration not stated)	14	-13
CC(C)Cc1nc2n[nH]c(N)c2c2c1COC(C)(C)C2	28	-12
Cc1ccc(C)c(N2CCN(C(=O)C3CCCCN3S(=O)(=O)c3ccc(F)cc3)CC2)c1 (configuration not stated)	5	8
CCOC(=O)c1c(NC(=O)CSc2nnc(Cc3ccccc3)o2)sc(C(C)=O)c1C	-5	6
Nc1ccc(CN2CCCCCC2)cc1	8	6
Cc1[nH]nc(SCC(=O)N2CCC(C)CC2)c1[N+](=O)[O-]	8	6
CC(C)c1ccc2c(c1)C1(NN=C(c3ccccc3)S1)C(=O)N2 (configuration not stated)	4	6
Cc1cc(/C=C(\C#N)C(=O)OCC(=O)NC(=O)NC(C)(C)C)c(C)n1CCC(C)C	8	6
Cc1cccc(Oc2nc(-c3ccccc3)cc(C)c2S(C)(=O)=O)c1C	-5	-1
CCc1sc(C(=O)NC)cc1Br	1	5
CCCCC(=O)NNC(=S)NC(=O)CCC	4	8
CCOC(=O)c1ccc(NC(=O)NC(C)C2CCCO2)cc1 (configuration not stated)	1	5
O=S(=O)(c1ccccc1)N1CCN(S(=O)(=O)N2CCCCC2)CC1	12	5

Profiles as entered above. Order of screens: FXIa inh, FXIIa single
Listed for CC(C)c1ccc2c(c1)C1(NN=C(c3ccccc3)S1)C(=O)N2 (configuration not stated) → 4, 6
Listed for CCCCC(=O)NNC(=S)NC(=O)CCC → 4, 8

More structures:
SMILES	FXIa inh	FXIIa single
CCCNC(=O)CCn1c(-c2ccc(C)cc2)cc(C(=O)OCC)c1C	-5	6
Cc1cc2c(cc1C)N(C(=O)CSc1nncn1C)C(C)(C)c1ssc(=S)c1-2	4	-16
COc1ccc(OCC(=O)Nc2ccc(S(=O)(=O)Nc3cc(C)nc(C)n3)cc2)cc1	1	9
O=C(NCCCCc1ccccc1)c1ccc(Br)o1	-1	4
O=C(NCc1ccccc1)N1CCC(n2cnc3cc(F)ccc32)CC1	-4	2
Cc1ccc(OCC(=O)N/N=C\c2ccco2)c(C)c1	8	5

Some of the compounds tested; count on the stated rates, not on these rows.
